Screening data (PubChem BioAssay)
G6PDH counter = L. mesenteroides G6PDH inhibitors, counter-screen for G6PDH-coupled screening assays, biochemical, Leuconostoc mesenteroides enzyme; glucose-6-phosphate dehydrogenase [Leuconostoc mesenteroides]; Purified L. mesenteroides G6PDH, diaphorase/resazurin coupled fluorescence, 45 min; inhibition, % at 5 µM; 0.12% of 200,000 active; AID 1020, 2008; in the data active = inhibition above about 50%
Efa HMGR inh = inhibitors of E. faecalis class II HMGR, primary screen, biochemical, Enterococcus faecalis. HMG-CoA reductase (Enterococcus faecalis, mvaE). purified E. faecalis HMGR, NADPH absorbance 340 nm kinetic. inhibition, % at 10 µM. 0.41% of 190,000 active;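 active = inhibition above a set limit, the median over all tested compounds plus 3 SD, cut at about 9.5% in these data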;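 note: enzyme runs in reverse so mevalonate oxidation gives rising NADPH absorbance; 0% = complete reaction with DMSO and 100% = background rate lacking mevalonate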
Diaphorase inh = diaphorase inhibitors and chemical oxidizers, primary screen, counter-screen for diaphorase-coupled primary assays, biochemical, uHTS, resorufin fluorescence. diaphorase resazurin-to-resorufin fluorescence, NADH, 16 min; bacterial (C. kluyveri) enzyme, not human. inhibition, % at 20 µM. 0.69% of 190,000 active;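 active = primary screen inhibition at 20 µM above a set limit, cut at about 50% in these data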;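 note: plate controls were DMSO with full reaction for no effect and wells lacking NADH for full effect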
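material = Clostridium kluyveri diaphorase enzyme | amount = 0.14 U/mL diaphorase, enzyme working solution | schedule = incubation 16 min, room temperature | detection = fluorescence of resorufin formed from resazurin, Ex 544/Em 590 nm | benchmarks = positive control minus NADH, DMSO neutral control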
FLuc stim CS = FLuc activators, initial screening, artefact control for FLuc-dependent activation tests, biochemical, ATPlite luminescence; activation factor at 10 µM; ATPlite luciferase biochemical, 10 min; 0 = ATP-free wells, 1 = DMSO control; Luciferin 4-monooxygenase (Photinus pyralis), P08659; AID 1027, 2008; 200,000 tested, under 10 active;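 active = luciferase activation factor, scaled between plate controls, of at least 2 with compound at 10 µM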
Target sequence (P08659 whole entry, looked up): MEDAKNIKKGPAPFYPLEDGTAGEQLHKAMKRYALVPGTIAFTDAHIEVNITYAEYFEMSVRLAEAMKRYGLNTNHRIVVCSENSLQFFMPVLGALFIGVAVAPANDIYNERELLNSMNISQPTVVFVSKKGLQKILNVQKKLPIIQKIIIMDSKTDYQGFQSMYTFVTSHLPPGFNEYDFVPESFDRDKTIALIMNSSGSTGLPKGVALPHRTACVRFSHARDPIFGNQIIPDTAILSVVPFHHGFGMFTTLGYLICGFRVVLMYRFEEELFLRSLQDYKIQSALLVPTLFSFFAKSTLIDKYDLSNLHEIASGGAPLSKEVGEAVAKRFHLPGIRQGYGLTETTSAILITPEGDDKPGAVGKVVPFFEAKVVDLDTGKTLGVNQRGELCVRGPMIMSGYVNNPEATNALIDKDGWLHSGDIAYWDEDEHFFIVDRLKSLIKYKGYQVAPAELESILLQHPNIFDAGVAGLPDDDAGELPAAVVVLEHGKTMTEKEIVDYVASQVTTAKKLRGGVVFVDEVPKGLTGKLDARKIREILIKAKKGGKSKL
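Assay system: Luciferase/luciferin detection reagent, cell-free biochemical luciferase assay / Read-out: luciferase activation / Benchmarks: No-ATP low control, compound-free enzyme-plus-ATP high control / Medium: PBS buffer for ATP / Detection: luminescence measurement of luciferase light output / Schedule: 10 min at ambient temperature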
TNAP inh noacc = human TNAP enzyme inhibitors, primary screen, biochemical, luminescent, no phosphate acceptor, uHTS; 0.26% of 200,000 active; purified TNAP, CDP-star luminescence, 30 min; inhibition, % at 20 µM; Alkaline phosphatase, tissue-nonspecific isozyme (Homo sapiens), P05186;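 active = tissue-nonspecific alkaline phosphatase inhibition above about 50% at 20 µM in the single-dose screen, limit read from the data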;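 note: 0% = DMSO negative control and 100% = EDTA positive control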
Target sequence (P05186 whole entry, looked up): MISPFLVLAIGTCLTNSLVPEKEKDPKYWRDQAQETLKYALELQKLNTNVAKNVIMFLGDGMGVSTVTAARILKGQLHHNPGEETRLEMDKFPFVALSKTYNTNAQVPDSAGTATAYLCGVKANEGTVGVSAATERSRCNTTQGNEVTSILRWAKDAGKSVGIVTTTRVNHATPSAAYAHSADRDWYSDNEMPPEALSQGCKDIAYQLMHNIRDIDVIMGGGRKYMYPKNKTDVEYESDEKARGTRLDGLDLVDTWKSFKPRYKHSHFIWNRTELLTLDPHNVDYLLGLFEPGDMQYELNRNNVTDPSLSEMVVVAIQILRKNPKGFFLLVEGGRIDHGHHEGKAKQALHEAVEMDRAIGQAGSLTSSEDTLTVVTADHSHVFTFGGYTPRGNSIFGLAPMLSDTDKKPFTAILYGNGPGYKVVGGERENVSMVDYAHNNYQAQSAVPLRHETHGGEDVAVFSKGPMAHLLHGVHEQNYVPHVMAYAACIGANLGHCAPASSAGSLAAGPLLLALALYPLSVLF
TNAP act hiacc = TNAP activators at high phosphate acceptor level, primary screen, biochemical, luminescence, uHTS | purified TNAP, CDP-star luminescence, 1 M DEA, 30 min; hits give high values; 0 = EDTA background, 1 = DMSO-only activity | activation factor at 20 µM | 200,000 tested, under 10 active | AID 1136, 2008;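 active = activation factor at least 2 at 20 µM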
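Control set: EDTA negative control, DMSO positive control / Assay system: human TNAP / Quantity: TNAP 1/800 final / Evaluation: TNAP activation factor scaled between EDTA and DMSO control wells / Measured by: luminescent substrate turnover signal / Compound dosing: one dose, 20 µM / Times: 30 min enzyme reaction at room temperature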
PMI act satM6P = human PMI activators, high substrate, primary screen, biochemical, fluorescence intensity, near-saturating mannose 6-phosphate | Mannose-6-phosphate isomerase (Homo sapiens), P34949 | coupled PMI enzyme assay, resazurin fluorescence, 20 min; hits give high values; 1 = untreated enzyme, 0 = substrate-free blank | activation factor at 20 µM | 0.34% of 190,000 active;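 active = activation factor of 2 or more at 20 µM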
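test system = human PMI in coupled enzyme assay | medium = HEPES-buffered pH 7.4 with magnesium and detergent | also added = 1.0 mM mannose-6-phosphate substrate with 0.22 mM NADP+ | compound = 20 µM single dose | times = 20 min incubation at room temperature | measured by = resorufin fluorescence (Ex 544/Em 590 nm) from resazurin via diaphorase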
TNAP inh hi DEA = human TNAP enzyme inhibitors, primary screen, biochemical, luminescent, high phosphate acceptor level, uHTS | 0.03% of 200,000 active | inhibition, % at 20 µM | purified TNAP, CDP-star luminescence, 1 M DEA | AID 1135, 2008 | Alkaline phosphatase, tissue-nonspecific isozyme (Homo sapiens), P05186;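 active = over 50% inhibition of tissue-nonspecific alkaline phosphatase at 20 µM in the single-dose screen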;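 note: plate controls were DMSO wells for no effect and EDTA-quenched wells as full inhibition for full effect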
PMI act = activators of human PMI, primary screen, biochemical, fluorescence intensity, near-Km mannose 6-phosphate; activation factor at 20 µM; purified human PMI, coupled resazurin fluorescence, 20 min; hits give high values; 1 = vehicle control, 0 substrate-free wells; 0.005% of 190,000 active; Mannose-6-phosphate isomerase (Homo sapiens), P34949;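 active = activation factor of 2 or more at 20 µM, relative to plate controls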
Diaph act CS = compounds boosting diaphorase resazurin reduction – biochemical, uHTS, resorufin fluorescence, counter-screen for diaphorase-coupled primary assays, primary screen; activation factor at 20 µM; Diaphorase/resazurin coupled assay, 16 min; hits give high values; 1 = vehicle wells, 0 = NADH-free wells; 0.005% of 190,000 active;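 active = diaphorase activity raised at least twofold by the compound at 20 µM; inactive = activation factor below 2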
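Measured by – red resorufin fluorescence at 544/590 nm excitation/emission · Test system – Clostridium kluyveri diaphorase, purified enzyme · Incubation – reaction time 16 min, room temperature · Buffer or medium – 50 mM HEPES pH 7.4 with 4.542 mM MgCl2, 0.005% Tween 20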
The depositor's hits bear a star. Outcome played no part in choosing rows. Share with any hit: about 1.7%.

Screening Cc1ccc(/C=N/N=C/c2ccc(C)s2)s1 returned G6PDH counter -6, Efa HMGR inh 3, Diaphorase inh 28, FLuc stim CS 0.3, TNAP inh noacc -2, TNAP act hiacc 1, PMI act satM6P 0.6, TNAP inh hi DEA 0, PMI act 0.9 and Diaph act CS 0.7.
For CC(C)(O)C#Cc1ccc(C(=O)NCc2ccccc2F)cc1 the results were G6PDH counter 9, Efa HMGR inh -1, Diaphorase inh 20, FLuc stim CS 1, TNAP inh noacc -8, TNAP act hiacc 1, PMI act satM6P 1, TNAP inh hi DEA -4, PMI act 0.9 and Diaph act CS 0.8.
`Cc1cc(NC(=O)CCC(=O)N(c2ccccc2)C(C(=O)NC2CCCC2)c2ccncc2)no1` (configuration not stated) gave G6PDH counter 0, Efa HMGR inh -2, Diaphorase inh 15, FLuc stim CS 1.1, TNAP inh noacc -12, TNAP act hiacc 1.1, PMI act satM6P 1, TNAP inh hi DEA -9, PMI act 1 and Diaph act CS 0.9.
`Cc1ccc(-c2c[n+](CC(=O)c3ccc(Br)cc3)c3n2CCCCC3)cc1` gave G6PDH counter 7, Efa HMGR inh -5, Diaphorase inh -4, FLuc stim CS 1, TNAP inh noacc -3, TNAP act hiacc 1, PMI act satM6P 1, TNAP inh hi DEA 0, PMI act 1 and Diaph act CS 1.
Screening CC(=O)c1sc(NCCOc2ccc(C)cc2)nc1C returned G6PDH counter 7, Efa HMGR inh 2, Diaphorase inh 5, FLuc stim CS 1, TNAP inh noacc -3, TNAP act hiacc 1, PMI act satM6P 1.2, TNAP inh hi DEA -2, PMI act 1.3 and Diaph act CS 0.9.
`Cc1ccc([N+](=O)[O-])cc1S(=O)(=O)NCCc1c(C)[nH]c2c(C)cccc12` gave G6PDH counter 1, Efa HMGR inh -2, Diaphorase inh 12, FLuc stim CS 1.1, TNAP inh noacc -16, TNAP act hiacc 1, PMI act satM6P 1, TNAP inh hi DEA -3, PMI act 1 and Diaph act CS 0.9.
Screening c1ccc(-c2csc(NNC3=NCCCCC3)n2)cc1 returned G6PDH counter 0, Efa HMGR inh 3, Diaphorase inh 16, FLuc stim CS 1, TNAP inh noacc -41, TNAP act hiacc 1, PMI act satM6P 1, TNAP inh hi DEA -2, PMI act 0.9 and Diaph act CS 0.8.
`Cc1cc(NS(=O)(=O)c2ccc(NC(=O)Cc3cccs3)cc2)no1` gave G6PDH counter 2, Efa HMGR inh 0, Diaphorase inh 16, FLuc stim CS 1.2, TNAP inh noacc -11, TNAP act hiacc 1.1, PMI act satM6P 1, TNAP inh hi DEA -5, PMI act 0.9 and Diaph act CS 0.8.
For Cc1cc(C)c(N(C(=O)CN2C(=O)c3ccccc3S2(=O)=O)C(C(=O)NCC2CCCO2)c2ccc(F)cc2)c(C)c1 (configuration not stated) the results were G6PDH counter -13, Efa HMGR inh -4, Diaphorase inh 20, FLuc stim CS 1, TNAP inh noacc -10, TNAP act hiacc 1, PMI act satM6P 0.8, TNAP inh hi DEA 0, PMI act 0.8 and Diaph act CS 0.8.
`Cc1nn(C)cc1NC(=O)CCSc1nc(-c2ccco2)cc(C(F)(F)F)n1` gave G6PDH counter 12, Efa HMGR inh -2, Diaphorase inh 8, FLuc stim CS 1.1, TNAP inh noacc -6, TNAP act hiacc 1, PMI act satM6P 1, TNAP inh hi DEA 0, PMI act 1 and Diaph act CS 0.9.
`COc1ccc(/C=N/NC(=O)c2nc(Cl)c(Cl)c(N)c2Cl)cc1COc1ccc(F)cc1F` gave G6PDH counter -4, Efa HMGR inh -3, Diaphorase inh 5, FLuc stim CS 1.1, TNAP inh noacc -1, TNAP act hiacc 1, PMI act satM6P 0.9, TNAP inh hi DEA -1, PMI act 1 and Diaph act CS 1.
`CCOc1ccc(CCNC(=O)c2cc3sccc3n2C)cc1OCC` gave G6PDH counter -12, Efa HMGR inh -5, Diaphorase inh 18, FLuc stim CS 1, TNAP inh noacc -4, TNAP act hiacc 1, PMI act satM6P 0.9, TNAP inh hi DEA 2, PMI act 0.8 and Diaph act CS 0.8.
COCc1cc(=O)n2c([nH]c3ccccc32)c1C#N was read as G6PDH counter 1, Efa HMGR inh -3, Diaphorase inh 28, FLuc stim CS 0.8, TNAP inh noacc -2, TNAP act hiacc 1, PMI act satM6P 0.8, TNAP inh hi DEA 2, PMI act 0.7 and Diaph act CS 0.7.
`COc1ccc([N+](=O)[O-])cc1N(CC(O)CN1CCCCC1)S(=O)(=O)c1ccc(C)cc1` (configuration not stated) gave G6PDH counter 3, Efa HMGR inh 6, FLuc stim CS 1, TNAP inh noacc 0, TNAP act hiacc 1 and TNAP inh hi DEA -2.
`COCCNCC(=O)NC12CC3CC(CC(C3)C1)C2` gave G6PDH counter 0, Efa HMGR inh 2, Diaphorase inh 3, FLuc stim CS 1, TNAP inh noacc -12, TNAP act hiacc 1, PMI act satM6P 1.1, TNAP inh hi DEA -4, PMI act 1 and Diaph act CS 1.
`CCOC(=O)Nc1sc(C(=O)N(CC)CC)c(C)c1C(=O)OCC` gave G6PDH counter -18, Efa HMGR inh -3, Diaphorase inh 10, FLuc stim CS 1.1, TNAP inh noacc -13, TNAP act hiacc 1, PMI act satM6P 0.9, TNAP inh hi DEA -3, PMI act 1 and Diaph act CS 0.9.
Screening O=[N+]([O-])c1cc(-c2nnc(Nc3ccc(O)cc3)c3ccccc23)ccc1N1CCOCC1 returned G6PDH counter -24, Efa HMGR inh -1, Diaphorase inh 24, FLuc stim CS 1.1, TNAP inh noacc 26, TNAP act hiacc 1, PMI act satM6P 0.9, TNAP inh hi DEA 0, PMI act 0.9 and Diaph act CS 0.8.
Cc1cc(C(=O)COC(=O)Cn2c(C(F)(F)F)nc3ccccc32)c(C)n1Cc1ccco1 was read as G6PDH counter 1, Efa HMGR inh 0, Diaphorase inh 28, FLuc stim CS 1, TNAP inh noacc -2, TNAP act hiacc 1, PMI act satM6P 0.9, TNAP inh hi DEA -3, PMI act 0.9 and Diaph act CS 0.7.
Screening CC(C)COc1ccc(-c2nnc(-c3ccncc3)o2)cc1 returned G6PDH counter 2, Efa HMGR inh 0, Diaphorase inh -2, FLuc stim CS 0.9, TNAP inh noacc -8, TNAP act hiacc 1, PMI act satM6P 1, TNAP inh hi DEA -5, PMI act 1 and Diaph act CS 1.
Screening CCN(CC)C(=O)C12CC3CC(CC(Cl)(C3)C1)C2 returned G6PDH counter 0, Efa HMGR inh -6, Diaphorase inh 11, FLuc stim CS 1.1, TNAP inh noacc -10, TNAP act hiacc 1, PMI act satM6P 1, TNAP inh hi DEA -4, PMI act 1 and Diaph act CS 0.9.
`Cc1ccc(OCC(=O)NNC(=O)C2CCN(c3nc(C)cc(C)n3)CC2)cc1` gave G6PDH counter 2, Efa HMGR inh -5, Diaphorase inh -2, FLuc stim CS 1, TNAP inh noacc -22, TNAP act hiacc 1.1, PMI act satM6P 1.1, TNAP inh hi DEA -6, PMI act 1.1 and Diaph act CS 1.
`c1ccc(Oc2nc(NCc3ccco3)nc(NCc3ccco3)n2)cc1` gave G6PDH counter 17, Efa HMGR inh -4, Diaphorase inh 16, FLuc stim CS 1, TNAP inh noacc -9, TNAP act hiacc 1.1, PMI act satM6P 1, TNAP inh hi DEA -6, PMI act 1 and Diaph act CS 0.8.
CCN(c1ccccc1)S(=O)(=O)c1ccc(C(=O)Nc2nccs2)cc1 was read as G6PDH counter 0, Efa HMGR inh -4, Diaphorase inh 24, FLuc stim CS 1, TNAP inh noacc -16, TNAP act hiacc 1, PMI act satM6P 1.2, TNAP inh hi DEA -4, PMI act 1 and Diaph act CS 0.8.
Screening CCOC(=O)c1c(N)sc(C(=O)N2CCCCC2)c1C returned G6PDH counter 6, Efa HMGR inh 5, Diaphorase inh 10, FLuc stim CS 1, TNAP inh noacc -8, TNAP act hiacc 1, PMI act satM6P 1, TNAP inh hi DEA -3, PMI act 1.1 and Diaph act CS 0.9.
Screening CC(C)(C)NC(=O)/C=C/c1ccc(C(F)(F)F)cc1 returned G6PDH counter 6, Efa HMGR inh -5, Diaphorase inh 3, FLuc stim CS 1, TNAP inh noacc -7, TNAP act hiacc 1, PMI act satM6P 1, TNAP inh hi DEA -2, PMI act 1 and Diaph act CS 1.
Screening CCC(C)NC(=O)c1ccc(-n2c(=S)[nH]c3ccccc3c2=O)cc1 (configuration not stated) returned G6PDH counter 16, Efa HMGR inh -4, Diaphorase inh 45, FLuc stim CS 1, TNAP inh noacc -5, TNAP act hiacc 1, PMI act satM6P 0.8, TNAP inh hi DEA 3, PMI act 1 and Diaph act CS 0.5.
`OCCNCC12CC3CC(CC(C3)C1)C2` gave G6PDH counter 27, Efa HMGR inh -2, Diaphorase inh 1, FLuc stim CS 1.1, TNAP inh noacc -6, TNAP act hiacc 1.1, PMI act satM6P 1, TNAP inh hi DEA -8, PMI act 1.1 and Diaph act CS 1.
COc1ccc(Cl)cc1-c1nc(SCC(=O)NC(C)(C)C)n[nH]1 was read as G6PDH counter 3, Efa HMGR inh -4, Diaphorase inh 9, FLuc stim CS 1, TNAP inh noacc 10, TNAP act hiacc 1.1, PMI act satM6P 1.1, TNAP inh hi DEA -5, PMI act 1 and Diaph act CS 0.9.
